# bovine MsrA act: activators of bovine methionine sulfoxide reductase A | purified bovine MsrA, absorbance read-out | hit rate 0.3% among 360,000 | activation, % at 10.6 µM; in the data active = activation above about 7.5%;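 note: 0% = vehicle and 100% = reference activator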
# MLLE-PAM2 inh: blocks PAM2 peptide binding to the PABP1 MLLE domain; P11940; GST-MLLE / FITC-PAM2 fluorescence polarization; inhibition, % at 20 µM; hit rate 0.36% among 360,000; AID 588489; in the data active = inhibition above about 35%, passing the limit was not always enough;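 note: plate controls were DMSO wells with GST-MLLE for no effect and wells lacking GST-MLLE protein for full effect; some results filed as inactive read as strong as hits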
# CSN inh: CSN deneddylation inhibition | Q92905 | Purified CSN, SCF-Nedd8-OG deneddylation, fluorescence polarization | inhibition, % at 12.5 µM | hit rate 0.38% among 360,000;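 active = pattern-corrected inhibition above about 35%, with an unprinted fluorescence ratio check between 0.5 and 1.5, limit read from the data, passing the limit was not always enough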;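 note: 0% = enzyme with substrate and 100% = substrate without enzyme; some results filed as inactive read as strong as hits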
#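 Test system: Human Csn5 produced in HEK293T cells | Compound: 12.5 µM single point | Times: 90 min, room temperature | Signal: Fluorescence polarization readout | Read-out basis: % inhibition of substrate cleavage by Csn5 | Controls: no-enzyme wells high, enzyme-with-substrate wells low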
# eLon inh: E. coli protease La inhibition | AID 602123 | hit rate 0.42% among 360,000 | purified E. coli Lon protease, fluorescence polarization | inhibition, % at 7.94 µM; in the data active = inhibition above about 13%, passing the limit was not always enough;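 note: 0% = enzyme with probe and DMSO and 100% = no enzyme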
# Neddylation inh: cullin neddylation inhibition | hit rate 0.58% among 360,000 | P61081+Q13564 | calls only at 25 µM | TR-FRET cullin neddylation, biochemical | AID 651699; in the data active = inhibition above about 36%
# MsrA inh: inhibitors of bovine MsrA; purified bovine MsrA, absorbance read-out; inhibition, % at 15.5 µM; hit rate 0.75% among 360,000; in the data active = inhibition above about 4.5%;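 note: 0% = vehicle wells with enzyme and 100% = reference inhibitor wells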
# FAS TE block: FAS thioesterase (human) inhibition; inhibition, % at 15 µM; AID 602261; hit rate 0.67% among 360,000; recombinant FAS-TE, OMFH fluorogenic substrate, fluorescence endpoint;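 active = compounds whose normalised, plate-corrected inhibition of enzyme fluorescence in the single-dose primary screen is 50% or more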;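 note: 0% = DMSO with enzyme and 100% = substrate without enzyme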
# TbMetRS inhib: Trypanosoma brucei MetRS inhibition | purified T. brucei MetRS, ATP depletion, Kinase-Glo luminescence | inhibition, % at 11.9 µM | hit rate 0.4% among 360,000;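 active = inhibition above a per-plate cutoff of the control wells' mean inhibition plus 3 SD, cut at about 5.5% in these data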;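 note: 0% = DMSO wells median and 100% = median of wells with control inhibitor compound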
#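 Material: parasite MetRS enzyme / Replication: singlicate, one well per compound / Signal: luminescence of leftover ATP / Schedule: 2 h aminoacylation at 25 °C after 15 min preincubation / Medium: HEPES-MgCl2-KCl buffer plus DTT, spermine, BSA, pyrophosphatase / Doses: 11.9 µM single point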
# Rin1-Abl PPI inh: inhibitors of human Rin1-Abl protein interaction. hit rate 0.4% among 360,000. TR-FRET Rin1/Abl binding, biochemical. inhibition, % at 7.35 µM; in the data active = inhibition above about 5%, passing the limit was not always enough
# * = called active by the depositor; i = inactive; · = no result given.
SMILES,bovine MsrA act,MLLE-PAM2 inh,CSN inh,eLon inh,Neddylation inh,MsrA inh,FAS TE block,TbMetRS inhib,Rin1-Abl PPI inh
Cc1ccc(S(=O)(=O)Oc2ccc(/C=C3\N=C(c4cccc(C)c4)OC3=O)cc2)cc1,-4,2,6,-4,i,-0.1,34,0.5,-5
CN(C(=O)CSc1nnc(CN2CCCC2)n1Cc1ccccc1)c1ccccc1,-2,-8,0,0,i,1.1,-3,0.3,0
Cc1cc(C)n(C(=O)c2ccc(C)c(S(=O)(=O)N3CCCCC3)c2)n1,-12,13,1,-5,i,-1.1,7,-1.4,-2
CCCCCCCN1CCC(=O)N([C@H](CO)c2ccccc2)CC1,-4,1,2,-6,i,0.5,-5,0.0,1
O=C(O)Cn1c2c(c3ccccc31)CSc1ccc(Cl)cc1-2,-1,36,2,-3,i,3.5,-4,-0.8,2
CCOC(=O)C1=C(C)Nc2ccccc2N=C1NC(=O)C1CCN(C(=O)c2ccccc2C)CC1,0,2,3,-13,i,-0.2,-2,0.5,3
CC(C)(C)NC(=O)C(c1ccc(F)cc1)N(Cc1ccco1)C(=O)Cn1nnc(-c2cccs2)n1 (centres undefined),-1,-7,5,0,i,0.4,-6,-0.4,0
CCOC(=O)C1=C(C)NC(=O)NC1c1ccc(OC(=O)c2ccco2)cc1 (centres undefined),0,14,2,-8,i,0.0,-2,0.1,0
COc1ccc(CNC(=O)c2ccc(Cl)c(S(=O)(=O)N3CCOCC3)c2)cc1OC,-3,2,-5,-6,i,·,-5,0.0,0
Cc1ccc(OCC(=O)Nc2ccncc2)cc1C,0,11,-4,-8,i,0.1,-7,-0.3,-1
CCC(=O)Nc1nc(-c2ccccc2)nc(SC)c1C(C)=O,-11,-7,0,-1,i,-0.4,-1,-1.1,2
Fc1ccc(NC(=S)NCc2ccc3c(c2)OCO3)cc1,-3,-26,-6,-12,i,0.1,-4,-0.3,-1
OCCNC(=S)NCCc1ccccc1,-6,11,-2,-12,i,1.2,-14,-0.2,-2
COC(=O)c1ccc(CN(c2ccccc2OC)S(=O)(=O)c2cccs2)o1,-2,5,-3,-4,i,2.8,9,-1.3,-3
COc1ccc([C@H]2[C@H]3C=CC[C@@H](C)[C@@H]3C(=O)N2Cc2ccccc2)cc1Cl,-3,-25,-1,-6,i,-0.7,15,-0.3,1
Cc1ccc(S(=O)(=O)N2CCC(C(=O)Nc3ccc(S(=O)(=O)N4CCCC4)cc3)CC2)cc1C,-3,-23,1,7,i,0.5,29,-0.2,5
CN(C)/C=N/c1c(C#N)cnn1-c1nc2ccccc2s1,0,1,-2,3,i,-0.2,-6,-0.1,3
CC1(C)CC(=O)C2=C(C1)Nc1ncnn1C2c1cccs1 (centres undefined),-10,-4,-2,9,i,-0.7,0,-1.3,0
O=C(Cn1cnc2c(nnn2-c2ccc(F)cc2)c1=O)NCC1CCCO1 (centres undefined),-2,-4,-1,-1,i,-0.9,-5,0.6,-1
Cc1ccc(NC(=O)CCC(=O)OCCCC(F)(F)C(F)(F)F)cc1,2,3,-3,-6,i,-0.1,2,2.6,-2
COc1ccc(OC)c(-c2csc(NC(=O)COC(=O)C3CCC3)n2)c1,-4,-62,4,3,i,0.2,4,0.1,-2
CC1CCCN(CCSc2ccc(Cl)cc2)C1 (centres undefined),-3,-15,-6,9,i,-1.5,-5,0.0,1
COc1ccccc1-c1n[nH]c(=S)n1Cc1ccccc1,-1,7,-4,-11,i,-0.8,-3,-0.4,2
CC1CCCC(NS(=O)(=O)c2ccc3c(c2)OCCO3)C1C (centres undefined),-1,-16,-1,-4,i,1.2,10,-0.1,0
COCCCNC(=S)NNC(=O)c1ccc2c(c1)OCO2,3,-3,0,-5,i,-1.4,-2,-0.1,-2
CCOc1ccccc1NC(=O)C1CCN(c2nc(-c3ccc(OC)cc3)no2)CC1,-4,-6,-7,5,i,0.0,25,-0.3,0
C/C(=N\OCc1ccc(C#N)cc1)c1cc2ccccc2o1,2,12,1,-11,i,-0.2,41,-0.2,0
Cc1cccc2cn[nH]c12,-2,4,-4,5,i,2.6,-5,-0.4,0
O=C(O)CN=C1NC2(CCCC2)Cc2ccccc21,-1,-6,-7,-11,i,-0.4,-4,-0.8,-6
O=C(c1ccc([N+](=O)[O-])cc1[N+](=O)[O-])N1CCN(C(=O)C2CCCO2)CC1 (centres undefined),0,11,-7,-2,i,0.2,-8,-0.5,0
COC(=O)CCc1c(C)[nH]c(=S)[nH]c1=O,-10,15,1,-4,i,0.2,-11,-1.1,-3
COc1ccc(SCCN2CC[C@@H](O)CCC2=O)cc1,-3,20,4,-1,i,-0.7,-7,-0.4,2
O=C(NCCCN1CCN(CCCNC(=O)c2ccc3c(c2)OCO3)CC1)c1ccc2c(c1)OCO2,-1,4,0,-11,i,-0.9,-8,-0.7,-2
CC(C)CC1C(=O)N(Cc2cn(CCC3OCCO3)nn2)CCS(=O)(=O)N1Cc1ccc(-c2ccc(F)cc2)cc1 (centres undefined),-1,-24,-1,-5,i,-0.7,21,-0.7,3
Cc1ccc(C(=O)CSc2nnc(Cn3nnc4ccccc43)n2C)cc1,-12,-14,-1,-4,i,2.7,-11,-1.3,4
CCc1ccccc1NC(=O)c1nnn(CC(=O)Nc2ccccc2C)c1N,-5,-2,3,-3,i,0.6,-3,-0.4,0
O=C(CN1CCN(Cc2ccc(Cl)cc2)C1=O)NCc1cccs1,-6,0,-3,10,i,2.0,-5,-0.6,-2
COc1ccc2c(c1)C(c1ccc([N+](=O)[O-])cc1)=NNC(c1ccco1)=N2,-1,13,-5,-7,i,1.2,30,0.0,-3
CCCCCOC(=O)CSc1nc2c(c(=O)[nH]c(=O)n2C)n1Cc1ccc(Cl)cc1,2,-10,5,-9,i,0.6,1,-0.3,2
Cc1cccc(-n2nnc(C(=O)NC3CCCc4ccccc43)c2N)c1 (centres undefined),0,-9,-6,-2,i,0.9,12,0.1,-1
C[C@@H]1CCCCO[C@@H](CN(C)C(=O)c2ccncc2)[C@@H](C)CN([C@H](C)CO)C(=O)c2cc(N(C)C)ccc2O1,-1,-12,-2,-8,i,-0.6,-5,0.3,1
CCNC(=S)N1CCN(c2ccccc2OCC)CC1,-11,-138,-5,-8,i,-0.5,-4,-0.4,-3
COc1ccc(C(CCNCc2ccccc2)c2ccc(F)cc2)cc1 (centres undefined),-4,3,-14,-10,i,0.5,-11,-0.3,-5
COc1ccc2c(c1)C(SCC(=O)NCc1ccccc1)CC(C)(C)O2 (centres undefined),-12,32,6,-4,i,0.3,0,3.6,1
CCc1noc(C)c1C(=O)N(CC)c1nc2c(C)cccc2s1,-2,-5,4,12,i,2.0,20,-0.4,-3
Cc1csc(NC(=O)c2cc3c(s2)CCC3)n1,0,1,-1,0,i,1.7,3,-1.6,1
COc1ccc(S(=O)(=O)c2ccc(OC)cc2)cc1,-14,0,-2,-4,i,2.0,1,-1.1,-2
COCCCNC(=O)Cn1ncc2c(=O)oc3ccccc3c21,-1,-6,-3,-8,i,-0.7,-7,-0.1,2
Cc1ccc(-c2csc(N3CCC(NS(=O)(=O)c4ccc5c(c4)OCCO5)CC3)n2)cc1,-8,-9,4,0,i,0.6,23,-1.3,2
O=C(NC(Cc1c[nH]c2ccccc12)C(=O)O)c1ccccc1 (centres undefined),-3,-18,8,-1,i,0.1,-7,0.5,-2
Cc1cc(N)n(-c2ccc(C(=O)O)cc2)n1,-10,18,-2,-5,i,-0.5,-8,-1.9,1
CC(=O)C1=CN(Cc2ccccc2)CCC1=O,2,19,-4,9,i,0.1,-6,-0.2,-1
CC(C)(C)OC(=O)NCC1CCC(C(=O)NC[C@H](CC(=O)O)c2ccc(Cl)cc2)CC1 (some centres undefined),-5,11,2,5,i,-0.1,-5,-1.3,3
Cc1ncoc1C(=O)N1CCCC(C(=O)c2ccc(C(F)(F)F)cc2)C1 (centres undefined),4,-5,2,-8,i,1.8,-4,-1.2,-2
Cc1ccc(-n2ncc3c(NCC4CCCO4)ncnc32)c(C)c1 (centres undefined),-3,8,1,9,i,1.9,-5,-0.7,0
CCc1cc2c(=O)oc(-c3ccc(F)cc3)nc2s1,-3,-4,0,8,·,0.5,44,-0.9,2
CCCCc1nnc(NC(=O)C(C)Sc2nc(N)cc(=O)[nH]2)s1 (centres undefined),-3,10,-1,-6,i,-0.4,-8,0.7,-1
O=C(O)CC(Cc1ccccc1)(C(=O)O)c1ccccc1 (centres undefined),-1,3,-2,-9,i,-0.1,-4,0.4,2
O=C1c2ccccc2C(=O)N1CCCCN(C(=O)c1cc([N+](=O)[O-])ccc1Cl)c1ccc(Cl)cc1,3,3,0,4,i,1.3,16,0.2,-2
COc1cccc(N(CC(=O)Nc2cccnc2)S(C)(=O)=O)c1,0,7,-4,4,i,0.6,-4,-0.3,1

# Single records, as listed above. Order of screens: bovine MsrA act | MLLE-PAM2 inh | CSN inh | eLon inh | Neddylation inh | MsrA inh | FAS TE block | TbMetRS inhib | Rin1-Abl PPI inh
# O=C(CN1CCN(Cc2ccc(Cl)cc2)C1=O)NCc1cccs1 reads -6 | 0 | -3 | 10 | i | 2.0 | -5 | -0.6 | -2
# CC1(C)CC(=O)C2=C(C1)Nc1ncnn1C2c1cccs1 (centres undefined) reads -10 | -4 | -2 | 9 | i | -0.7 | 0 | -1.3 | 0
# O=C(Cn1cnc2c(nnn2-c2ccc(F)cc2)c1=O)NCC1CCCO1 (centres undefined) reads -2 | -4 | -1 | -1 | i | -0.9 | -5 | 0.6 | -1

# Further records follow.
SMILES,bovine MsrA act,MLLE-PAM2 inh,CSN inh,eLon inh,Neddylation inh,MsrA inh,FAS TE block,TbMetRS inhib,Rin1-Abl PPI inh
CC1CC(C)CN(CCCNC(=O)Cn2ncc3c(=O)oc4ccccc4c32)C1 (centres undefined),-2,1,2,6,i,-0.9,-4,-0.3,1
CC1CCc2nn(CC(=O)N3CCN(C(=O)c4ccco4)CC3)cc2C1 (centres undefined),6,0,-5,-3,i,-0.6,-8,-0.1,-1
CCc1nc2c(OCCc3cccc(OC)c3)cccn2c1N(C=O)Cc1ccc(OC)cc1,-6,-6,0,-1,i,-0.2,3,-0.5,-2
NNC(=O)/C(=C\c1ccco1)NC(=O)c1ccco1,-6,-7,2,-5,i,3.8,-5,-0.6,-1
Cc1ccc(S(=O)(=O)Nc2cc(C(=O)O)ccc2N2CCCCC2)cc1,3,14,0,-4,i,-0.4,-3,-1.1,-5
Cc1ccc(NCCN(C)C)c2c(=O)c3cc(O)ccc3sc12,-2,-164,13,-41,i,0.5,-2,0.1,-19
C#CCN1N=C(c2ccc(C)cc2)CSC1=O,-5,1,-5,-7,i,0.3,-1,0.0,1
CCOC(=O)c1cnn(-c2ccccn2)c1N,-2,-4,-1,-4,i,-0.1,-4,-1.2,0
CN(CC(=O)Nc1ccc(Cl)c(C(F)(F)F)c1)C(=O)c1ccccc1SCC(=O)N1CCCC1,-7,9,1,7,i,-0.2,8,-0.2,5

# Three entries out of the list above, arranged by the value under Rin1-Abl PPI inh, rising:
SMILES | Rin1-Abl PPI inh
Cc1ccc(S(=O)(=O)Nc2cc(C(=O)O)ccc2N2CCCCC2)cc1 | -5
CCc1nc2c(OCCc3cccc(OC)c3)cccn2c1N(C=O)Cc1ccc(OC)cc1 | -2
NNC(=O)/C(=C\c1ccco1)NC(=O)c1ccco1 | -1

# A few values from the list.
# CC1CC(C)CN(CCCNC(=O)Cn2ncc3c(=O)oc4ccccc4c32)C1 (centres undefined) in bovine MsrA act shows -2
# NNC(=O)/C(=C\c1ccco1)NC(=O)c1ccco1 in bovine MsrA act shows -6

# Source: PubChem BioAssay
